Screens from PubChem.
GalR3 antagonist = blocks the human galanin receptor 3; O60755; HEK293 GalR3-CNG cAMP membrane potential fluorescence; galR3 body fused to GalR1 C-terminus; inhibition, % at 3 µM; actives 0.44% (n = 360,000); AID 651719;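 active means inhibition above the screen-wide average plus 3 SD, cut at about 13% in these data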;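 further: forskolin and galanin both at EC90 stimulate the cells; cAMP rise reported by CNG channel membrane potential dye signal; 0% = forskolin plus galanin with DMSO and 100% = forskolin alone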
Target sequence (O60755 1-299 limits assumed): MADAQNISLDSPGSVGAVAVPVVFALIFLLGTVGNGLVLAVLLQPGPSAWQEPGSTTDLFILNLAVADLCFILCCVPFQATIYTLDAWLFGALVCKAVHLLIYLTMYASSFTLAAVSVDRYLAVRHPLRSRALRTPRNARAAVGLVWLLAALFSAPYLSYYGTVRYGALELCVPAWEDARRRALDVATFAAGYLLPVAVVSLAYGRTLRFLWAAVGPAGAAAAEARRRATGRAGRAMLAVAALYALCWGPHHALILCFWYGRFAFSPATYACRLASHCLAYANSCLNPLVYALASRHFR
V1aR counter = activates human V1a receptor in oxytocin agonist counter-screen; CHO-V1R cells, Fluo-8 calcium fluorescence, agonist mode; 0% DMSO, 100% 3 nM vasopressin; activation, % at 3 µM; actives 0.25% (n = 320,000); P37288;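 active means activation above the mean activation of all tested compounds plus 3 SD, per screening run, cut at about 20% in these data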;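 further: signal is peak over basal fluorescence ratio across a 100 second FLIPR read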
GPR7 antagonist = blocks human GPR7 receptor signaling. actives 1.1% (n = 290,000). P48145. inhibition, % at 4.4 µM. AID 1861. GPR7-expressing cells, fluorescence antagonist assay; in the data active means inhibition above about 16%, passing the limit was not always enough;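 further: cells stimulated with the agonist NPW; 0% = agonist with vehicle and 100% = vehicle without agonist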
Target sequence (P48145 whole entry, looked up): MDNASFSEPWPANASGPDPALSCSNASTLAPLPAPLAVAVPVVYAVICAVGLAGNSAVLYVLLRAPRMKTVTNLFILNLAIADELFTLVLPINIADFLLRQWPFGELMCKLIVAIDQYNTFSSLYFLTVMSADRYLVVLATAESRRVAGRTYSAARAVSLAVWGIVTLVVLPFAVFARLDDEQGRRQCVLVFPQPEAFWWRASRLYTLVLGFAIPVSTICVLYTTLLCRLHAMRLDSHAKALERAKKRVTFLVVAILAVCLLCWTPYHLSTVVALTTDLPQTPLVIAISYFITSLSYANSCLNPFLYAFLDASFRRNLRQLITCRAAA
PHOSPHO1 block = PHOSPHO1 (human) inhibition; Q8TCT1; recombinant PHOSPHO1, absorbance phosphatase assay; inhibition, % at 13.3 µM; actives 1.1% (n = 290,000); AID 1565; in the data active means inhibition above about 60%
MEKK3 PB1 HTS = modulators (inhibitors or enhancers) of MEK5 binding to human MEKK3 PB1 domain; actives 1.4% (n = 290,000); binding response (% of control), % at 10 µM; Q99759; bead-based flow cytometry, Alexa488-MEK5 binding to MEKK3; actives lie on both sides; 0 = blocked by unlabeled MEK5, 100 = vehicle;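 active means binding response more than 3 SD above or below the average of its plate-row segment, actives on both sides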;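 further: Alexa488 bead fluorescence after subtracting the streptavidin-only scavenger bead signal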
NALP1 inh = inhibitors of NALP1 inflammasome in yeast | S. cerevisiae NALP1/ASC/caspase-1 growth, X-gal OD620, 72 h | inhibition, % at 10 µM | actives 0.61% (n = 280,000) | AID 2071; in the data active means inhibition mostly above about 24%, no sharp cut-off; inactive means mostly below about 32%; further: some compounds called inactive have numbers as strong as hits
OXTR agonist = human OXTR agonism | AID 2435 | actives 0.32% (n = 320,000) | P30559 | activation, % at 3 µM | CHO-OTR cells, Fluo-8 calcium fluorescence; normalized: DMSO 0%, oxytocin 100%;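 active means activation above the mean of all tested compounds plus 3 SD, cutoff set per screening run, cut at about 20% in these data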;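 further: peak over basal fluorescence ratio from a 100 s FLIPR kinetic read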
Target sequence (P30559 whole entry, looked up): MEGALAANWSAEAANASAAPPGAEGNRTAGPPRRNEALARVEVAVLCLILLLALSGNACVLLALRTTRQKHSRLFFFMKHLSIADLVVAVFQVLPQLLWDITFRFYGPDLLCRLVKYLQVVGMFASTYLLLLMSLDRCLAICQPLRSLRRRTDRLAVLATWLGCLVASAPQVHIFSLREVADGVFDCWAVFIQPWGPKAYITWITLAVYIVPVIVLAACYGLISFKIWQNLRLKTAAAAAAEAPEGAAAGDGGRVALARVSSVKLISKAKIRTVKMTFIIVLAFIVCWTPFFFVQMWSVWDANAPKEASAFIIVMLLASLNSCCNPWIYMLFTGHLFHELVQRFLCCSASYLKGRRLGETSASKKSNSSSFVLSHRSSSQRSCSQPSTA
MEKK2mut PB1 HTS = signal of MEK5 binding to mutant human MEKK2 PB1 domain; AID 1530; actives 0.35% (n = 290,000); percent response, % at 10 µM; bead flow cytometry, Alexa488-MEK5 binding to MEKK2 mutant; in the data active means percent response above about 24%, passing the limit was not always enough; further: inactives centre near 1; some results filed as inactive read as strong as hits; reference of the scale not given here
MEKK2wt PB1 HTS = raises or lowers MEK5 binding to wildtype human MEKK2 PB1 domain | binding response (% of control), % at 10 µM | bead flow cytometry, Alexa488-MEK5 binding to MEKK2 WT; actives lie on both sides | actives 1.1% (n = 290,000); in the data active means binding response below about 67% or above about 130%
Numbers without * were called inactive; · = not tested or not shown. Not a hit list; any-hit rate near 5.4%.

SMILES	GalR3 antagonist	V1aR counter	GPR7 antagonist	PHOSPHO1 block	MEKK3 PB1 HTS	NALP1 inh	OXTR agonist	MEKK2mut PB1 HTS	MEKK2wt PB1 HTS
COc1ccc(Cc2nnc(NC(=O)c3ccccc3F)s2)cc1OC	-4	1.0	-12	-6	105	3	0.1	5	109
O=C(Cc1cccc2ccccc12)Nc1ccc(O)cc1C(=O)O	-1	-0.6	4	·	101	·	-1.6	1	104
COc1cc(C(=O)OCc2cc(=O)c(O)co2)ccc1OC(F)F	1	2.8	-2	24	100	3	1.9	8	103
CCN(c1nc(N)c(C(=O)N=C(N)N)nc1Cl)C(C)C	0	0.8	·	·	105	·	0.7	6	122
CNC(=O)c1c(C)nn(-c2ccc(F)c(Cl)c2)c1-c1cc(C)on1	-1	-0.3	-16	-1	96	-4	-1.7	-12	102
N#Cc1ccc(C(=O)Nc2nnc(-c3ccco3)o2)cc1	5	1.2	6	32	98	-18	0.4	-2	99
O=C(CSc1ccc2nnc(CCNS(=O)(=O)c3ccccc3)n2n1)Nc1nc2ccccc2s1	-4	0.9	-6	-27	103	34	-0.3	-2	101
COc1cc(-c2nc(CN(C)Cc3nnc(C)o3)c(C)o2)ccc1F	-1	-0.3	0	52	95	7	-0.7	-10	92
CCOC(=O)Cc1nn(Cc2nc(-c3ccc(C#N)cc3)cs2)c(=O)c2ccccc12	0	4.2	4	27	101	12	-1.0	2	98
COc1ccc(Cc2nc3ccc(S(N)(=O)=O)cc3[nH]2)cc1OC	-2	0.3	-3	-15	103	15	0.6	5	100
OC(COc1ccc(-c2ccccc2)cc1)CN1CCOCC1 (configuration not stated)	·	2.4	-12	-4	105	17	4.9	-3	102
N#CCCn1cc(C(N)=O)c(-c2ccc3ccccc3c2)n1	-7	0.0	2	14	102	2	-0.3	3	105
O=C(CSCc1ccc(F)cc1)N1CCN(c2ccc(F)cc2)CC1	-7	5.0	-5	-3	99	-2	3.8	-3	101
NS(=O)(=O)c1cc(C(=O)N=Nc2c(O)[nH]c3ccccc23)ccc1Cl	-6	0.2	10	16	106	10	-0.6	7	102
O=S(=O)(NCc1c(Cl)cccc1Oc1ccccc1)c1ccccc1	1	1.3	-3	36	90	·	-0.9	-20	92
Cc1ccc(C)c(S(=O)(=O)NCCN2CCOCC2)c1	-4	-0.2	-10	7	103	0	-0.4	-1	109
CC(=O)c1cccc(NC(=O)c2ccc(N(C)S(=O)(=O)c3ccc(C)cc3)cc2)c1	-2	8.1	30*	33	100	19	2.1	3	102
COc1ccc(/C=N/NC(=O)c2cccc(Br)c2)cc1COc1ccccn1	-3	0.3	31*	28	95	7	-2.3	-8	94
CCCCCN1CN(S(=O)(=O)c2cccs2)c2nc3ccccc3nc21	-4	-0.8	-11	16	90	-10	-0.3	-13	92
CCn1cc([N+](=O)[O-])c(C(=O)Nc2nc3ccc(OC)cc3s2)n1	-1	0.2	-6	-14	105	-1	-0.4	-4	96
CN(C)c1ccc(-c2n[nH]c(=S)n2-c2ccccc2)cc1	-6	0.8	-5	29	104	7	-0.4	1	103
CC(C)c1nnc(SCC(=O)N2CCc3ccccc32)n1N	-4	-0.9	-3	24	103	-2	-0.9	-2	97
CCN(Cc1ccccc1)C(=O)CSc1n[nH]c(N)n1	-9	-0.2	-1	32	100	9	1.4	-3	100
CCCCCCCCCCCC(=O)NC(C(=O)O)C(O)c1ccccc1 (configuration not stated)	-3	13	2	22	93	27*	1.0	-6	87
NC(=S)Nn1c(-c2ccccc2)nc2ccccc2c1=O	-1	0.4	0	11	99	20	1.1	-2	100

Additional records
SMILES	GalR3 antagonist	V1aR counter	GPR7 antagonist	PHOSPHO1 block	MEKK3 PB1 HTS	NALP1 inh	OXTR agonist	MEKK2mut PB1 HTS	MEKK2wt PB1 HTS
O=C(CNCc1ccccc1Cl)Nc1ccc(C(=O)N2CCCCC2)cc1	-5	9.4	1	18	101	34	6.8	0	108
O=C1/C(=C/c2cccs2)NC(=S)N1C1CC1	0	-0.3	-5	16	90	3	-1.0	-3	95
COc1ccc(Cl)cc1NC(=O)CSc1nnc(CNC(=O)c2cccs2)o1	-10	2.5	0	-10	103	-2	3.2	1	104
CCCNC(=O)c1ccc(COc2ccc(CCC)cc2OC)o1	-10	2.2	4	6	104	7	-1.3	2	106
CC1(C)c2[nH]c3ccccc3c2C[C@@H]2C(=O)N(c3ccc(F)cc3F)C(=O)N21	8	9.3	·	·	105	·	9.8	-1	103
O=C(O)Cc1csc(NC(=O)c2ccco2)n1	3	-0.8	-6	10	102	-5	0.0	6	102
N#Cc1ccc(COC(=O)c2cnc3ccccc3n2)cc1	-2	3.5	-4	4	96	21	1.7	-10	94
C/C=C/C(=O)Nc1cccc(C2=NOC3(C2)C[C@@H](C(N)=O)N(C(=O)C(c2ccccc2)c2ccccc2)C3)c1 (some centres not stated)	1	0.0	·	22	106	-12	-0.3	3	100
COc1ccc(NC(=O)CCCNC(=O)c2ccc(Cl)cc2)cc1OC	-8	0.8	4	2	92	-92	-1.2	-20	95
Cc1onc(-c2c(F)cccc2Cl)c1C(=O)NC1CC1	-2	0.4	-11	51	95	3	0.6	4	99
CC(C)C[C@@H](COc1ccccc1)N1CCN(Cc2ccccc2)CCC1=O	-7	-1.1	16	15	106	4	-2.7	0	107
COc1ccc(C(=O)/C=C(\C)Nc2ccc3c(c2)OCO3)cc1	1	-1.2	-11	37	100	6	0.8	8	102
Cc1cccc(Nc2cc(=O)[nH]c(=O)[nH]2)c1	0	2.1	-5	6	93	12	0.5	-1	95
C/C(=N\NC(=S)Nc1c(C)cccc1C)c1ccc(O)cc1	-6	1.1	1	-3	101	7	2.3	3	95
Cc1onc(-c2ccccc2Cl)c1C(=O)Nc1ccc(-c2cn3cccnc3n2)cc1	·	1.2	-8	35	98	14	1.4	-1	97
O=C(NN1CCOCC1)c1cc(-c2ccccc2)nc2ccccc12	-1	-0.5	-7	21	105	2	-0.5	5	104
COCCN(C(=O)COC(=O)CCc1nc2ccccc2s1)c1c(N)n(Cc2ccccc2)c(=O)[nH]c1=O	-2	-0.1	-24	19	103	17	-0.3	9	108
O=C(C1CC1)N1CCc2cc(S(=O)(=O)N3CCN(c4ccccc4)CC3)ccc21	-7	-0.3	17	33	102	10	-1.6	-4	98
COc1ccc(C2(CNC(=O)c3cccc([N+](=O)[O-])c3)CCOCC2)cc1OC	-10	-0.6	-5	-21	117	22	-0.1	0	102
Cc1ccc2cc(CNC(C)C)c(=O)[nH]c2c1	-3	-0.2	-3	-16	102	1	0.1	1	100
COc1cccc(CNC(=O)Cc2ccc(-n3c(=O)[nH]c4ccccc4c3=O)cc2)c1	1	0.7	-7	-2	108	26	0.3	3	109
O=C(CSc1nncc2ccccc12)Nc1cccc(C(=O)O)c1	-2	0.4	9	-1	88	·	0.8	-11	95
COc1cc(C(=S)N(C)C)ccc1O	-5	1.0	0	69*	85	-6	1.0	-6	95
O=C(COc1ccccc1)N1CCN(S(=O)(=O)c2cccc([N+](=O)[O-])c2)CC1	3	0.1	-13	-25	102	0	-0.5	0	99
COc1ccc(N2CCN(CC(=O)N3N=CCC3c3ccccc3)CC2)cc1 (configuration not stated)	-4	0.8	6	-25	110	17	0.1	1	107

Continued.
SMILES	GalR3 antagonist	V1aR counter	GPR7 antagonist	PHOSPHO1 block	MEKK3 PB1 HTS	NALP1 inh	OXTR agonist	MEKK2mut PB1 HTS	MEKK2wt PB1 HTS
O=C(Nc1ccccc1C(=O)N1CCOCC1)C1CC(=O)N(C2CCCC2)C1 (configuration not stated)	-6	0.1	9	18	107	8	0.3	7	109
CCOc1cc(-c2nn3cnnc3s2)cc(OCC)c1OCC	-2	3.5	-6	20	104	-2	3.0	1	103
C/C(=N\NC(=O)C1(C)CC1(Br)Br)c1ccc([N+](=O)[O-])cc1 (configuration not stated)	-1	-0.5	-18	47	85	14	-0.3	4	100
COc1ccc(C(=O)Nc2cccc(C)c2)cc1	-2	-0.8	8	-22	101	15	-1.5	-5	97
O=[N+]([O-])c1cccc(CN2C[C@@]34C=C[C@@H](C[C@@H]3S2(=O)=O)O4)c1	-2	0.2	-7	-24	106	-4	0.1	0	103
Cc1ccc(S(=O)(=O)N2CCC(C(=O)Nc3ccc4c(c3)OCO4)CC2)cc1	-8	2.6	-5	13	103	-18	-1.6	2	102
CN(CC#CC1(O)c2ccccc2-c2ccccc21)Cc1ccccc1	-10	1.4	2	-17	93	19	5.1	-2	98
CN(NC1OC(=O)c2ccccc21)c1ccc(C(F)(F)F)cc1[N+](=O)[O-] (configuration not stated)	-5	0.5	1	38	99	11	-0.2	-7	97
CC(NC(=O)c1ccc(S(=O)(=O)C(F)F)cc1)c1ccccc1 (configuration not stated)	4	0.1	0	32	101	2	0.2	-2	99
COCC(=O)n1nc(-c2ccccc2)nc1NCc1ccc(F)cc1	-5	0.7	-11	15	92	-1	0.3	-7	94
S=C(NCc1ccco1)Nc1cc(-c2ccccc2)[nH]n1	3	1.0	-18	29	97	8	-0.6	-6	94
O=C(Nc1ccccc1SCC1CSc2nc3ccccc3c(=O)n21)c1ccccc1Cl (configuration not stated)	-1	0.3	-5	32	106	32	-0.9	6	104

Filtered by structure, those above containing fluorine.
SMILES	GalR3 antagonist	V1aR counter	GPR7 antagonist	PHOSPHO1 block	MEKK3 PB1 HTS	NALP1 inh	OXTR agonist	MEKK2mut PB1 HTS	MEKK2wt PB1 HTS
COc1ccc(Cc2nnc(NC(=O)c3ccccc3F)s2)cc1OC	-4	1.0	-12	-6	105	3	0.1	5	109
COc1cc(C(=O)OCc2cc(=O)c(O)co2)ccc1OC(F)F	1	2.8	-2	24	100	3	1.9	8	103
CNC(=O)c1c(C)nn(-c2ccc(F)c(Cl)c2)c1-c1cc(C)on1	-1	-0.3	-16	-1	96	-4	-1.7	-12	102
COc1cc(-c2nc(CN(C)Cc3nnc(C)o3)c(C)o2)ccc1F	-1	-0.3	0	52	95	7	-0.7	-10	92
O=C(CSCc1ccc(F)cc1)N1CCN(c2ccc(F)cc2)CC1	-7	5.0	-5	-3	99	-2	3.8	-3	101
CC1(C)c2[nH]c3ccccc3c2C[C@@H]2C(=O)N(c3ccc(F)cc3F)C(=O)N21	8	9.3	·	·	105	·	9.8	-1	103
Cc1onc(-c2c(F)cccc2Cl)c1C(=O)NC1CC1	-2	0.4	-11	51	95	3	0.6	4	99
CN(NC1OC(=O)c2ccccc21)c1ccc(C(F)(F)F)cc1[N+](=O)[O-] (configuration not stated)	-5	0.5	1	38	99	11	-0.2	-7	97
CC(NC(=O)c1ccc(S(=O)(=O)C(F)F)cc1)c1ccccc1 (configuration not stated)	4	0.1	0	32	101	2	0.2	-2	99
COCC(=O)n1nc(-c2ccccc2)nc1NCc1ccc(F)cc1	-5	0.7	-11	15	92	-1	0.3	-7	94
